Assay outcomes: PubChem, several laboratories
MEX-5 binding: C. elegans MEX-5 TCR-2 RNA binding activity. Q9XUB2. MEX-5/FITC-TCR2 RNA binding, fluorescence polarization; hits give low values. activity score (negative = inhibition of binding), % at 10 µM. 0.38% of 300,000 active. AID 1832;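 active = inhibition past about -25% in most replicates, and total fluorescence under double the plate's negative control median, limit read from the data; inconclusive = replicates evenly split on the limit, or fluorescence at least double controls; inactive = too little inhibition in most replicates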;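 note: 0% = DMSO and -100% = 5 µM competing unlabeled TCR2 RNA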
GLD-1 RNA inh: GLD-1-TGE RNA interaction inhibition (C. elegans) | AID 2280 | Q17339 | purified GLD-1 + fluorescein TGE RNA, fluorescence polarization | inhibition, % at 5.96 µM | 0.44% of 320,000 active;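 active = percent inhibition above a per-plate cutoff, the plate mean of test compounds plus 3 SD, cut at about 30% in these data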;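 note: 0% = DMSO wells with GLD-1 and probe and 100% = wells lacking GLD-1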
Target sequence (Q17339 whole entry, looked up): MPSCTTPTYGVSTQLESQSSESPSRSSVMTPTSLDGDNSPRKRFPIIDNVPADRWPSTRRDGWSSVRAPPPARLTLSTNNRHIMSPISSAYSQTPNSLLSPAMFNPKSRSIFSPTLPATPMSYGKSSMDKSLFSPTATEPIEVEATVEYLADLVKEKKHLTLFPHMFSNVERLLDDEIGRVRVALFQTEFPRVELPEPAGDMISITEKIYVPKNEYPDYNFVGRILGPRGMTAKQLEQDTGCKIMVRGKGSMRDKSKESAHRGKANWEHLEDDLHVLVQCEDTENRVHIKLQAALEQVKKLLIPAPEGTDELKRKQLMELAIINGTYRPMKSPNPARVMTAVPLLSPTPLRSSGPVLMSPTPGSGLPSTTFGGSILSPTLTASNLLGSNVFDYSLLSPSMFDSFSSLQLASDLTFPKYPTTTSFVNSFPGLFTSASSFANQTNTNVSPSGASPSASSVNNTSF
VLA-4 inh: inhibition in a human VLA-4 binding assay | P13612 | VLA-4 expressing cells, ligand binding flow cytometry | inhibition, % (about 7 µM as worked out from the volumes in the protocol) | 0.2% of 330,000 active; in the data active = inhibition above about 50%
AGP1 TOR yeast: alters AGP1-GFP fluorescence in TOR pathway yeast screen. S. cerevisiae AGP1-GFP multiplex flow cytometry, 3 h; GFP as percent of DMSO wells. GFP response vs DMSO, % at 10 µM. 0.02% of 320,000 active. AID 2066;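 active = GFP response relative to DMSO above a set limit, near screen average plus 3 SD, cut at about 150% in these data; inconclusive = fewer than 70 cells counted for the yeast strain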;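 note: median GFP channel fluorescence of the gated AGP1 strain per well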
Bcl-xL primary: blocks human Bcl-xL binding to Bim BH3 peptide | Q07817 | 0.7% of 320,000 active | inhibition, % at 10.9 µM | GST-Bcl-xL / FITC-Bim BH3 peptide fluorescence polarization;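 active = inhibition above the mean of all tested compounds plus 3 SD, cutoff set per campaign, cut at about 30% in these data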;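 note: 0% = DMSO wells and 100% = unlabeled Bim-BH3 peptide competitor; inhibitors lower millipolarization by displacing the labeled peptide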
Target sequence (Q07817 whole entry, looked up): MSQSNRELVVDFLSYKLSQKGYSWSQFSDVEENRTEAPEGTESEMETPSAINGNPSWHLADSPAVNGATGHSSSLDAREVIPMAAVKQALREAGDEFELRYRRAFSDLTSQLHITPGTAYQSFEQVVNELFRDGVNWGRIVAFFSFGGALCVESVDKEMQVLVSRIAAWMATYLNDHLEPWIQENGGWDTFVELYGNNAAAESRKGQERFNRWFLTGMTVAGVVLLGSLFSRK
Fam108B inh: blocks mouse Fam108B hydrolase in RBBP9 counter-screen. 0.33% of 300,000 active. inhibition, % at 9.51 µM. recombinant Fam108B, FP-Rh probe fluorescence polarization. AID 1947;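 active = inhibition above the screen mean inhibition plus 3 SD, computed separately per campaign, cut at about 18% in these data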;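 note: inhibitors lower polarization as less probe binds the enzyme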
MCL1-BIM inh: MCL1-BIM-BH3 interaction inhibition (human); Q07820; GST-MCL1 / FITC-Bim-BH3 fluorescence polarization; inhibition, % at 10.9 µM; 0.68% of 320,000 active;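 active = inhibition above the mean inhibition of all tested compounds plus 3 SD, set per campaign, cut at about 40% in these data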;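 note: 0% = DMSO wells and 100% = unlabeled Bim-BH3 peptide control; higher means more loss of mP so more displacement of Bim peptide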
Target sequence (Q07820 whole entry, looked up): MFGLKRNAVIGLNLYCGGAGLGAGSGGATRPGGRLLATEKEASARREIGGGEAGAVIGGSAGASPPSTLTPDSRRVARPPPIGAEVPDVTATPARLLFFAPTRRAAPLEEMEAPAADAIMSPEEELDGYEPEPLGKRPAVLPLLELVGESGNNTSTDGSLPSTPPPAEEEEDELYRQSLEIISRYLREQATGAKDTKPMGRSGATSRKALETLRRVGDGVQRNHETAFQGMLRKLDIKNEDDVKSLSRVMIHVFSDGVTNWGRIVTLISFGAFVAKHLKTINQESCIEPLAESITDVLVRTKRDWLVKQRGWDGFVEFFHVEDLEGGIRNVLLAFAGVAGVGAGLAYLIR
CIT2 TOR yeast: yeast TOR pathway CIT2-GFP modulation; S. cerevisiae CIT2-GFP strain, flow cytometry, 3 h; 100 means same as DMSO wells; GFP response vs DMSO, % at 10 µM; 0.065% of 320,000 active; AID 2029;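 active = GFP response relative to DMSO above a set limit, near the screen mean plus 3 SD, cut at about 150% in these data; inconclusive = Fewer than 70 cells measured for a yeast strain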;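 note: ratio of well median GFP fluorescence to mean of DMSO wells on the plate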
GRK2 inh: inhibitors of human GRK2 displacing RNA aptamer; AID 488847; bead flow cytometry, FAM-aptamer displacement from GRK2; 0.59% of 330,000 active; inhibition of aptamer binding, % at 10 µM; P25098;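 active = inhibition of aptamer binding above 40%, roughly 3 SD of noise, on plates passing a quality check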;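 note: median bead fluorescence of bound FAM aptamer so fluorescent compounds give negative values; no value below 0 was filed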
* = called active by the depositor; ? = inconclusive; . = no result given; [ ] = another dose, or the depositor's remark.

SMILES | MEX-5 binding | GLD-1 RNA inh | VLA-4 inh | AGP1 TOR yeast | Bcl-xL primary | Fam108B inh | MCL1-BIM inh | CIT2 TOR yeast | GRK2 inh
CCC1(C)Cc2ccccc2-c2nc(NCCO)n(-c3ccc(C)cc3)c(=O)c21 (centres undefined) | -3.2 | -2 | 12 | 105 | 11 | 0 | 5 | 97 | 0
Cc1ccccc1NC(=S)NN1CCN(C)CC1 | 0.9 | 3 | -5 | 93 | 5 | 1 | 5 | 98 | 1
Cc1ccc(C(=O)NCCCNC(=O)c2ccc(Cl)cc2)cn1 | -1.6 | 7 | 8 | 106 | 1 | 0 | -4 | 104 | 1
CCOc1ccc(N(C)S(=O)(=O)c2ccc(C)c(C(=O)N3CCN(Cc4ccc5c(c4)OCO5)CC3)c2)cc1 | . | -3 | -5 | 99 | . | . | . | 101 | 0
C=CCOc1ccc(/C(O)=C2\C(=O)C(=O)N(CCOC)C2c2cccnc2)cc1 (centres undefined) | -3.3 | 1 | -25 | 98 | 1 | 5 | 8 | 97 | 0
COc1ccc(CCNC(=S)N2CCN(S(=O)(=O)c3ccccc3F)CC2)cc1 | 1.0 | -3 | -9 | 97[may fluoresce green] | 4 | -7 | 8 | 93[may fluoresce green] | 1
CC1(C)NC(=O)N(CC(O)CNC23CC4CC(CC(C4)C2)C3)C1=O (centres undefined) | -1.5 | 5 | 20 | 106 | 5 | 0 | 9 | 98 | 0
CCOc1ccc(NC(=O)c2ccco2)cc1S(=O)(=O)N1CCCC1 | . | 4 | 2 | 120 | -2 | . | -14 | 112 | 0
O=C(CN1CCN(c2ccccc2)CC1)NC(=O)NCc1ccccc1 | . | 1 | 46 | 107 | 2 | . | 7 | 103 | 2
CCn1c(CCCOc2ccc(Cl)cc2Cl)nnc1SCC(=O)Nc1cccc(F)c1 | 1.7 | 3 | -4 | 96 | 0 | 0 | -6 | 90 | 0
CC(C)(C)c1ccc(C(=O)NNC(=O)CCc2ccccc2)cc1 | 0.7 | 6 | -5 | 108 | 5 | -2 | 5 | 107 | 0
Cc1ccc(NC(=O)CCCNC(=O)c2ccc(Cl)cc2)c(O)c1 | 3.2 | -1 | 1 | 104 | 3 | -3 | 4 | 109 | 0
COc1cc2cc(C(C)(C)O)oc(=O)c2cc1OC | . | -4 | 18 | 103 | -7 | . | -5 | 98 | 4
Cc1ccc(-n2c(=S)[nH]c3sc4c(c3c2=O)CCC4)cc1 | -3.8 | -2 | -6 | 95 | 12 | 3 | 6 | 110 | 3
COC(=O)c1ccc(C2C(Oc3ccc(OC)cc3)C(=O)N2CCc2ccc(F)cc2)cc1 (centres undefined) | 0.4 | -7 | -3 | 101 | 3 | -5 | 6 | 93 | 0
COC(=O)CCC(=O)OC1(C)C(=O)C2=CN(CCc3c[nH]c4ccccc34)C(c3ccc(OC)cc3)=CC2=C(Br)C1=O (centres undefined) | -6.2 | 15 | -28 | 100 | 8 | 3 | 6 | 99 | 6
CCOC(=O)c1ccc(NC(=O)c2nc[nH]c2C(=O)NCC(=O)OC(C)(C)C)cc1 | 2.9 | 0 | 2 | 93 | 4 | -12 | -3 | 93 | 0
CCc1cc(C(=O)NNC(=S)Nc2cccc(C)c2)cs1 | 0.2 | -1 | -114 | 95 | 9 | 5 | 0 | 98 | 0
COc1ccc(CNc2ccccc2)cc1Br | 4.1 | 10 | 5 | 94 | 3 | 9 | 6 | 94 | 1
Cc1cccc(/C=C/c2onc(C)c2S(=O)(=O)N2CCC(C(=O)NC(C)(C)C)CC2)c1 | 0.5 | 6 | 18 | 101 | 7 | 0 | 3 | 97 | 2
Cc1[nH]n(-c2ccccc2)c(=O)c1C=Nc1ccc(S(=O)(=O)NC(N)=O)cc1 | -9.8 | 7 | 7 | 103 | 3 | -1 | -1 | 102 | 1
COc1ccc(S(=O)(=O)NC(CC(=O)NCc2ccco2)c2ccco2)cc1 (centres undefined) | -2.4 | 1 | 2 | 113 | -2 | 1 | -9 | 105 | 1
CCOC(=O)c1cn[nH]c1NC(=S)Nc1ccccc1 | 0.4 | 0 | 11 | 101 | 2 | 0 | 4 | 91 | 1
Cc1cc(NC(=O)CSc2ccccn2)no1 | -2.0 | -3 | 20 | 96 | -2 | -2 | -6 | 89 | 0
CCOC(=O)Cc1csc(NC(=O)c2ccc(Br)cc2)n1 | -1.3 | -3 | 14 | 15 | 5 | -1 | 12 | 96 | 4
COc1ccc(C(=O)C2CCCN(S(=O)(=O)c3ccc(C(C)=O)cc3)C2)c(C)c1 (centres undefined) | 1.4 | 6 | 7 | 97 | 1 | -1 | 8 | 93 | 1
Cc1ccc([C@H]2C(C(=O)O)=CC[C@@H](c3ccc(C)cc3)N2S(=O)(=O)c2ccc(C)cc2)cc1 | . | 2 | 41 | 99 | . | . | . | 93 | 0
Cc1cccnc1NC(=O)C1CCN(S(=O)(=O)c2c(C)noc2/C=C/c2ccco2)CC1 | -2.7 | 9 | . | 108 | 7 | 4 | 7 | 102 | 2
CC(=O)Oc1ccc2ccccc2c1C(NC(=O)Cc1ccccc1)c1ccc(Cl)cc1 (centres undefined) | -2.8 | -6 | 19 | 101 | -3 | 0 | -7 | 94 | 0
Cc1ccc(NC(=O)CN(C)C(=O)C(c2ccccc2)c2ccccc2)cc1 | . | 2 | -8 | 100 | 4 | . | 10 | 97 | 3
Cc1ccc(Sc2ccc(NC(=O)c3ccc(S(C)(=O)=O)cc3Cl)cc2)cc1 | 1.6 | 4 | 12 | 100 | 1 | 0 | 6 | 97 | 0
Cc1cc(C(=O)Nc2cccc3ncccc23)no1 | 0.5 | -4 | 7 | 105 | 2 | -2 | -2 | 96 | 1
Cc1ccc(S(=O)(=O)N(C)c2ccc(C(=O)O)cc2)cc1 | 1.9 | -4 | 3 | 99 | 3 | 1 | 4 | 95 | 0
CCN(CC(=O)NC1CCS(=O)(=O)C1)c1ccc([N+](=O)[O-])cc1C#N (centres undefined) | . | 4 | 6 | 98 | 4 | . | 3 | 105 | 0
CN1C2C=C(N(CCc3ccccc3)C(=O)c3ccc(Cl)cc3)CC1CC2 (centres undefined) | 1.8 | 8 | 0 | 116 | 2 | -1 | -3 | 111 | 0
Cc1cccc(CNC(=O)C(C)n2nc(C)c3c(C)n(-c4ccccc4)nc3c2=O)c1 (centres undefined) | -3.4 | -4 | 5 | 104 | -3 | 2 | 1 | 102 | 2
COc1cccc(-n2cc3c(=O)n(C)c(=O)n(C)c3c2)c1 | 0.6 | -3 | -17 | 89 | 0 | -6 | -2 | 93 | 3
CC1C(=O)CCN(C(C)C)C1C (centres undefined) | 3.2 | 1 | 4 | 94[may fluoresce red and violet] | 2 | -1 | -3 | ? | 0
COc1ccc(NC(=O)CCC(=O)Nc2cc(OC)c(NC(=O)c3ccco3)cc2OC)c(OC)c1 | -1.6 | 8 | 6 | 100 | 12 | -1 | 4 | 103 | 0
O=C(CN1CCN(Cc2ccccc2)CC1)N/N=C/c1ccccc1F | -1.4 | -8 | -3 | 104 | 4 | 1 | -4 | 95 | 0

Gathered by group, the compounds so far with a thiophene ring, fused or not
SMILES | MEX-5 binding | GLD-1 RNA inh | VLA-4 inh | AGP1 TOR yeast | Bcl-xL primary | Fam108B inh | MCL1-BIM inh | CIT2 TOR yeast | GRK2 inh
Cc1ccc(-n2c(=S)[nH]c3sc4c(c3c2=O)CCC4)cc1 | -3.8 | -2 | -6 | 95 | 12 | 3 | 6 | 110 | 3
CCc1cc(C(=O)NNC(=S)Nc2cccc(C)c2)cs1 | 0.2 | -1 | -114 | 95 | 9 | 5 | 0 | 98 | 0

More entries.
SMILES | MEX-5 binding | GLD-1 RNA inh | VLA-4 inh | AGP1 TOR yeast | Bcl-xL primary | Fam108B inh | MCL1-BIM inh | CIT2 TOR yeast | GRK2 inh
CCCC(C(=O)NC1CCCC1)N(C(=O)c1snc(C(N)=O)c1N)c1ccc(OCC)cc1 (centres undefined) | -3.9 | 0 | 2 | 102 | 3 | -1 | -4 | 96 | 1
CCCCNC(=O)CSc1nc(COc2ccccc2)nc2ccccc12 | -0.9 | -5 | -10 | 97 | 2 | -7 | 1 | 94 | 0
CC(C)(CCO)NC(=S)NC1CC2C=CC1C2 (centres undefined) | -0.6 | 3 | -2 | 104 | 0 | -1 | 1 | 93 | 5
COCCNC(=O)/C(C#N)=C/c1c(N2CCN(c3ccc(OC)cc3)CC2)nc2c(C)cccn2c1=O | -0.4 | -1 | -2 | 89 | 2 | 6 | -2 | 104 | 5
Cc1ccccc1NC(=O)c1c(F)c(F)c(F)c(F)c1F | -1.1 | 3 | 3 | 98 | 0 | -2 | 3 | 95 | 1
COc1ccccc1-c1cc(-c2ccccc2)nc(SC(C(N)=O)c2ccccc2)c1C#N (centres undefined) | 1.1 | -9 | 13 | 103 | -1 | -7 | 2 | 96 | 2
Cc1cc(N2CCCC2=O)cc(C)c1S(=O)(=O)NCCOc1ccc(C(C)(C)C)cc1 | 0.3 | -2 | 6 | 102 | 2 | -1 | -3 | 93 | 2
O=c1c(-c2ccc3c(c2)OCCO3)c(C(F)(F)F)oc2cc(O)cc(O)c12 | 0.0 | 2 | 4 | 103 | 8 | -2 | 8 | 94 | 0
Cc1ccc(/C=N/OC(=O)c2c(C)noc2-c2snnc2C)cc1 | . | 8 | 11 | 122 | 0 | 1 | 6 | 118 | 0
O=C(CSc1nnc2scc(-c3ccccc3)n12)N1CCN(Cc2ccccc2)CC1 | -2.2 | 1 | 26 | 91 | 0 | 3 | 2 | 91 | 1
Cc1cc(C)c2ccc3c(C)c(C)n(C)c3c2n1 | . | 2 | 0 | 87 | 9 | -1 | 4 | 96 | 3
COc1ccc(N=NC2=C(O)CC(C)(C)CC2=O)c(OC)c1 | 14 | -42 | 3 | 99 | -21 | -4 | -31 | 97 | 0
CC(=O)N1CCN(c2ccc(NC(=S)NC(=O)COc3ccc(C(C)(C)C)cc3)cc2)CC1 | -1.5 | 6 | -2 | 107 | 6 | 0 | 12 | 102 | 0
Cc1cc(=O)n2nc(N3CCC(C(=O)NCc4ccccc4F)CC3)sc2n1 | 0.9 | 5 | 13 | 110 | 5 | 4 | 3 | 95 | 0
Cc1ccnc(NC(=O)C(C)n2cc([N+](=O)[O-])cn2)c1 (centres undefined) | -2.6 | -2 | 10 | 101 | 2 | 8 | 1 | 104 | 0
Cc1cc(=O)[nH]c(SCC(=O)Nc2ccc(F)c([N+](=O)[O-])c2)n1 | -0.3 | 6 | 3 | 110 | -3 | -4 | -1 | 109 | 0
COc1ccc(-n2c(=O)c3ccccc3n(CC(=O)NC3CCCC3)c2=O)cc1 | -1.0 | 4 | -3 | 104 | 1 | -3 | -3 | 106 | 1
CCCN1CCN(CC(=O)Nc2nnc(CC)s2)CC1 | 2.0 | 3 | 2 | 97 | 1 | -2 | 11 | 108 | 8
COc1ccc(Nc2cc(Nc3ccc(OC)cc3)ncn2)cc1 | -0.5 | 5 | 1 | 100 | -5 | 6 | -4 | 102 | 0
COC(=O)[C@@]12CCCN1[C@H](c1ccc(-c3cccc(Cl)c3)c(OC)c1)[C@H]1C(=O)N(C)C(=O)[C@H]12 | 4.6 | 3 | 2 | 105 | 3 | -3 | 1 | 97 | 0
COC(CN(C)C(=O)C1CCC(CNS(=O)(=O)c2ccccc2)CC1)OC (centres undefined) | 2.3 | -14 | 5 | 100 | 1 | -6 | -6 | 105 | 0
